Screening results from PubChem BioAssay.
PKA-R1A act – activators of PKA-R1A complex; P00514+P68181; PKA-R1A dissociation, Cy5-IP20 fluorescence polarization; scaled: DMSO 0%, 113 µM cGMP 100%; activation, % at 11.4 µM; 340,000 tested, 0.083% active; AID 504707;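 active = percent activation above the mean of all tested compounds plus 3 SD, cut at about 19% in these data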;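 also: higher means more PKAc released from R1A so a rise in polarization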
E coli growth – reduces bacterial viability in AddAB counter-screen; E. coli V3065 growth, OD600 absorbance, 18 h; inhibition, % at 11.9 µM; 330,000 tested, 0.27% active; AID 449728;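 active = inhibition above the campaign's mean inhibition across all tested compounds plus 3 SD, cut at about 9.9% in these data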;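 also: uninfected addAB+ strain grown without phage in ampicillin broth; 0% = DMSO wells and 100% = ciprofloxacin 0.95 µg/ml wells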
phage Ecoli inh – E. coli growth loss with phage present. growth absorbance. inhibition, % at 11.9 µM. 360,000 tested, 0.26% active. AID 651602; in the data active = inhibition above about 11%
Mot1-301 SUMO – blocks SUMOylation pathway, rescuing yeast Mot1-301 growth | S. cerevisiae Mot1-301 growth rescue, ATP luminescence, 38.5C; percent above DMSO median, 100 means doubled | growth rescue, % at 18.8 µM | 320,000 tested, 1% active | AID 2716;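 active = every valid replicate shows activation above 250% relative to neutral control wells; inactive = the rest, any valid replicate at or below 250%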;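 also: OY570 slx delta 5 strain wells were the positive control but not used for scaling; some compounds called inactive have numbers as strong as hits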
AddAB inh – less growth of phage-infected E. coli with AddAB; E. coli expressing H. pylori AddAB, absorbance growth; inhibition, % at 11.9 µM; 330,000 tested, 0.29% active; AID 435030; in the data active = inhibition above about 12%;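 also: 0% = vehicle wells of infected cells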
OPRM1-OPRD1 inv – inverse agonist of human OPRM1-OPRD1 heterodimerization; P35372+P41143; cell-based MOR-DOR heterodimer luminescence, inverse agonism; inhibition, % at 9.3 µM; 340,000 tested, 0.21% active; AID 504357; in the data active = inhibition above about 22%, passing the limit was not always enough;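 also: 0% = cells with DMSO and 100% = wells without cells with DMSO; values of inactives mirror those of a sister screen read the other way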
PKA-R2B activ – activators of human PKA-R2B complex. P22694+P31323. PKA-R2B holoenzyme dissociation, Cy5-IP20 fluorescence polarization; R2B truncated from residue 108, S112A mutant; 0% DMSO only, 100% 113 µM cGMP. activation, % at 11.4 µM. 340,000 tested, 0.079% active;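 active = activation above a cutoff set at the mean over all compounds plus 3 SD, cut at about 18% in these data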;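 also: higher means more holoenzyme dissociation and a rise in polarization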
Target sequence (P31323 whole entry, looked up, other chains not shown, the tested form may be a part): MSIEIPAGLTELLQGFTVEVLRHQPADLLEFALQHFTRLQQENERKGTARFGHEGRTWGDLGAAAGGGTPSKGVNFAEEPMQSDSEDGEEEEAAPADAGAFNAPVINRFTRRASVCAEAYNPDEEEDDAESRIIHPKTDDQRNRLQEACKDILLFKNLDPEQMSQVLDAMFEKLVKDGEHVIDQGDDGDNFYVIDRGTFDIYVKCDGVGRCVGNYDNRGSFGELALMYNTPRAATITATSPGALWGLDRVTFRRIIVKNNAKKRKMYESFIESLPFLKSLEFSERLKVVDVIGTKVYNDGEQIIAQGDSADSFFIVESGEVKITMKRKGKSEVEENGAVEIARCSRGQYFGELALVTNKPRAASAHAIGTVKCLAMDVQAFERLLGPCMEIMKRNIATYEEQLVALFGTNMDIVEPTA
OPRM1-OPRD1 ag – OPRM1-OPRD1 heterodimerization agonism | P35372+P41143 | cells, luminescence | activation, % at 9.3 µM | 340,000 tested, 0.3% active | AID 504326; in the data active = activation above about 18%;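 also: 0% = vehicle-treated cells and 100% = reference agonist; values of inactives mirror those of a sister screen read the other way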
Tat transport – inhibitors of E. coli Tat protein transport; E. coli MC4100 TorA-mCherry Tat export, fluorescence; inhibition, % at 10 µM; 340,000 tested, 0.036% active; AID 488895;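 active = mean replicate inhibition at least 50% and at least half of replicates individually reaching 50%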;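 also: exported cargo escapes ClpAP degradation while cytoplasmic cargo is degraded and loses fluorescence; 0% = median of neutral control wells and 100% = median of NaSCN control wells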
PfHsp90 set2 – growth inhibition of yeast expressing Plasmodium Hsp90 | S. cerevisiae expressing PfHsp90, BacTiter-Glo ATP, 48 h; yeast lacking PDR1 and PDR3 efflux regulators | inhibition, % at 9.4 µM | AID 504621 | 310,000 tested, 0.32% active;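 active = every replicate shows inhibition above about 80%, whatever the replicate mean, limit read from the data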;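 also: 0% = DMSO neutral controls and 100% = 20 µM radicicol positive controls; yeast relying on Plasmodium falciparum Hsp90 in place of its own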
HTR5A inv ctr – HTR5A inverse agonism, opioid heterodimer counter-screen. HTR5A cell line, luminescence. inhibition, % at 9.3 µM. 340,000 tested, 0.083% active. P47898; in the data active = inhibition mostly above about 23%, no sharp cut-off; inactive = mostly below about 18%;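 also: 0% = cells with DMSO and 100% = no-cell wells with DMSO; some compounds called inactive have numbers as strong as hits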
Target sequence (P47898 whole entry, looked up): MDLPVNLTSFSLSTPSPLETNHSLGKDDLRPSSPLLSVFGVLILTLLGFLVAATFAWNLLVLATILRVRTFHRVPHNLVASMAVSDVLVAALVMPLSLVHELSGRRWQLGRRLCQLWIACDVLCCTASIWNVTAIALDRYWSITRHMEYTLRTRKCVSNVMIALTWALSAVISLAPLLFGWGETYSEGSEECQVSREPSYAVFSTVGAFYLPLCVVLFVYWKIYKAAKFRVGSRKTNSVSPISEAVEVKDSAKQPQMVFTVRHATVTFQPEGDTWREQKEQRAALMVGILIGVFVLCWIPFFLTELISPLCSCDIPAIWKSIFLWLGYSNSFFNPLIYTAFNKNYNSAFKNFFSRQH
The depositor's hits bear a star; · = no result given.

Results follow in this order: PKA-R1A act	E coli growth	phage Ecoli inh	Mot1-301 SUMO	AddAB inh	OPRM1-OPRD1 inv	PKA-R2B activ	OPRM1-OPRD1 ag	Tat transport	PfHsp90 set2	HTR5A inv ctr
1) Cc1ccc2nc(NC(=O)C3CCN(S(=O)(=O)c4cccnc4)CC3)sc2c1
  -10	-0.3	2.2	775*	2.3	-5	-1	0.9	5	-2	20
2) COc1cccc(CN(C)C(=O)c2ccc(S(=O)(=O)Nc3ccccc3F)cc2)c1OC
  -15	·	2.4	·	·	-4	-2	0.7	2	·	2
3) Cc1ccc(Cn2ccc(NC(=O)c3cc(-c4ccco4)on3)n2)cc1
  0	0.1	0.8	28	1.4	-3	-1	0.5	5	·	1
4) CN1CCN(S(=O)(=O)c2ccc(Cl)s2)CC1
  -1	0.5	3.1	-4	0.3	4	-9	-0.7	14	8	10
5) CC(=O)Nc1ccc(S(=O)(=O)CCC#N)cc1
  13	-1.2	0.8	-14	1.5	11	1	-1.7	0	-16	-6
6) CCN(CC(=O)Nc1c(F)cccc1F)C(=O)c1cc(S(=O)(=O)N(CC)CC)ccc1N1CCCCC1
  0	-1.7	3.5	-7	-0.4	-10	-1	1.8	4	19	11
7) Cc1ccc(N2C(=O)CC(Sc3ccccc3C(=O)O)C2=O)c([N+](=O)[O-])c1 (stereo unspecified)
  8	-0.3	2.3	-18	2.1	11	-4	-1.9	-2	-1	-2
8) O=C(Nc1cccnc1)c1ccc(N2CCCC2)c([N+](=O)[O-])c1
  10	-1.5	5.0	2	1.6	17	0	-3.3	0	-35	26
9) COc1cc(/C=C2\SC(=S)N(NS(=O)(=O)c3ccccc3)C2=O)cc(OC)c1OC
  -11	0.6	0.8	-5	-0.4	21	-3	-4.0	4	-27	6
10) CCN(CC(=O)NCc1cccs1)C(=O)CCc1c[nH]c2ccccc12
  -3	0.9	3.5	-21	2.6	9	-6	-1.9	1	-3	26
11) COc1cc2c(C(=O)NCc3ccccn3)cn(CC(C)C)c(=O)c2cc1OC
  -10	-2.1	0.8	2	2.3	13	-4	-2.5	10	-22	19
12) Cc1oc(-c2ccccc2Cl)nc1CN(C)C(C)c1ccon1 (stereo unspecified)
  -8	-1.3	5.0	25	3.5	16	-5	-2.6	5	16	-8
13) Cn1c(COc2ccc(C(=O)O)cc2)nc2ccccc21
  -4	-1.1	-0.6	25	-2.7	13	-9	-2.8	-5	-6	5
14) Cc1cc(OCC(=O)N(C)C)c2c(-c3ccccc3)cc(=O)oc2c1
  -4	-2.0	2.0	203	5.2	1	0	-0.2	18	12	4
15) CCOc1ccc(S(=O)(=O)NCc2ccccn2)cc1NC(=O)c1ccccc1
  -14	-1.4	0.4	-13	1.9	9	-11	-1.7	-2	-18	12

Results in sequence from the entries so far.
OPRM1-OPRD1 inv for entries 5–10: 11, -10, 11, 17, 21, 9
Mot1-301 SUMO for entries 5–10: -14, -7, -18, 2, -5, -21
HTR5A inv ctr for entries 5–10: -6, 11, -2, 26, 6, 26

The main list resumes, repeating the four entries before the break.
Results follow in this order: PKA-R1A act	E coli growth	phage Ecoli inh	Mot1-301 SUMO	AddAB inh	OPRM1-OPRD1 inv	PKA-R2B activ	OPRM1-OPRD1 ag	Tat transport	PfHsp90 set2	HTR5A inv ctr
12) Cc1oc(-c2ccccc2Cl)nc1CN(C)C(C)c1ccon1 (stereo unspecified)
  -8	-1.3	5.0	25	3.5	16	-5	-2.6	5	16	-8
13) Cn1c(COc2ccc(C(=O)O)cc2)nc2ccccc21
  -4	-1.1	-0.6	25	-2.7	13	-9	-2.8	-5	-6	5
14) Cc1cc(OCC(=O)N(C)C)c2c(-c3ccccc3)cc(=O)oc2c1
  -4	-2.0	2.0	203	5.2	1	0	-0.2	18	12	4
15) CCOc1ccc(S(=O)(=O)NCc2ccccn2)cc1NC(=O)c1ccccc1
  -14	-1.4	0.4	-13	1.9	9	-11	-1.7	-2	-18	12
16) O=C1c2ccccc2NC(c2ccc(O)cc2)N1/N=C/c1ccc(O)cc1 (stereo unspecified)
  4	0.5	1.5	-8	1.2	14	4	-2.2	2	-45	-2
17) CCc1ccc(Nc2ccc(C(N)=O)cc2[N+](=O)[O-])cc1
  -6	0.8	3.2	6	3.1	-16	3	2.5	20	-17	-6
18) Nc1nnc(SCC(=O)OCC(=O)NC23CC4CC(CC(C4)C2)C3)s1
  -5	0.7	2.6	-1	0.2	-4	2	0.7	-13	7	-5
19) CCCSc1nc(C)cc(=O)[nH]1
  0	0.0	3.7	-19	-0.2	10	-4	-1.8	-7	1	-19
20) O=C(CSc1ncn[nH]1)N1N=C2/C(=C/c3ccco3)CCCC2C1c1ccco1 (stereo unspecified)
  -2	0.8	2.8	13	1.9	3	5	-0.7	5	·	12
21) O=C(N/N=C/c1ccncc1)c1cccc(NC(=O)c2ccccc2Cl)c1
  -3	-0.4	5.3	30	-2.0	13	-4	-2.5	6	-1	-15
22) C/C(=N\Nc1ccc(C)c(Cl)c1)c1ccncc1
  0	-1.4	-0.4	136	-2.2	-8	-1	1.3	-8	-12	10
23) COc1ccc(C(=O)NC(C)C2CC3CCC2C3)cc1 (stereo unspecified)
  10	-1.4	-0.2	18	3.9	18	0	-3.7	-1	8	7
24) COc1ccc(Nc2nc(C)cc(-c3cc(-c4ccccc4)on3)n2)cc1
  9	-1.4	2.5	-9	1.1	18	-13	-3.3	-20	·	-1
25) O=C(COC(=O)c1cc(S(=O)(=O)N2CCCCC2)ccc1N1CCOCC1)NC1CCS(=O)(=O)C1 (stereo unspecified)
  -9	0.3	-0.6	-25	2.0	8	-6	-1.8	4	-6	-7
26) CCc1ccc(-c2nc(CCl)cs2)cc1
  -11	-0.3	2.4	40	4.2	12	7	-2.3	-3	6	-18
27) CC1CCCCN1CCCNC(=O)C1CCCN(c2ncnc3c2nc2n3CCCCC2)C1 (stereo unspecified)
  -5	-2.1	-0.6	-13	1.2	12	-9	-2.3	-1	-4	-1
28) Cc1ccsc1C(=O)Nc1nccs1
  1	-2.0	0.6	-10	1.1	-2	1	0.4	0	34	-3
29) CCN(CC)S(=O)(=O)c1cccc(C(=O)OCc2cc(=O)n3nc(C)sc3n2)c1
  1	1.1	4.2	-9	3.6	8	-8	-1.4	8	-14	-20
30) CCc1ccc(OCC(=O)Nc2ccc(-c3nc4ccccc4o3)c(O)c2)cc1
  7	3.0	1.6	-16	1.1	5	7	-1.1	2	-26	14
31) Cc1cc(C(=O)N2CCc3ccccc3C2)on1
  -1	1.6	0.8	-9	2.1	1	4	-0.2	-4	4	-9
32) COc1cc2cc(CN(Cc3cccs3)C(=S)Nc3ccccc3)c(=O)[nH]c2cc1OC
  -3	1.8	3.6	-9	4.0	-6	-1	1.1	-6	1	17
33) CCCc1nc2ccccc2[nH]1
  -12	0.1	-0.9	0	-0.8	4	-5	-0.8	-8	-5	2
34) O=S(=O)(NCCCCCNS(=O)(=O)c1c(F)cccc1F)c1ccc2c(c1)OCCO2
  14	1.4	2.7	-21	3.7	9	-4	-1.6	-12	·	13
35) CCC(c1nnnn1Cc1ccco1)N(Cc1cc2cc(C)cc(C)c2[nH]c1=O)CC1CCCO1 (stereo unspecified)
  9	-1.6	0.8	-1	4.6	12	-13	-2.6	-4	12	-7
36) O=S(=O)(NCc1ccc2c(c1)OCO2)c1cccc(F)c1
  -3	·	3.5	2	·	0	4	0.1	-15	4	5
37) CC(C(=O)O)n1nnc2ccccc21 (stereo unspecified)
  -10	2.5	2.5	-2	-0.9	19	-10	-3.4	-3	-1	2
38) CCOC(=O)c1nn(-c2ccc(F)cc2)c(=O)cc1OCC(=O)Nc1cccc(C)c1
  -6	2.8	0.5	-3	0.9	-15	1	2.3	8	3	0
39) COC(=O)N/N=C/c1cn(Cc2ccccc2Cl)c2ccccc12
  -9	-1.9	1.0	10	0.2	-10	-7	2.0	-6	-7	-10
40) CC(=O)Nc1cccc(NC(=O)c2ccco2)c1
  -5	-1.9	0.9	-6	-0.9	12	-7	-2.9	-7	16	-13
41) Cc1ccc(-n2nc(C)c(C(=O)Nc3cccc(C(=O)NC4CC4)c3)n2)c(C)c1
  -11	1.8	2.1	-6	1.2	11	-7	-2.0	-1	-7	9
42) CCOc1ccc(S(=O)(=O)N2CCN=C2Cc2ccccc2)cc1C
  -8	1.2	2.5	·	2.2	-9	-7	1.9	5	14	-9
43) Clc1ccccc1Cc1noc(CN2CCCCC2CCc2ccccn2)n1 (stereo unspecified)
  -3	-2.5	4.2	-13	-2.2	-14	-13	2.0	14	9	4
44) COc1ccc2cc(S(=O)(=O)N3CCOCC3)ccc2c1
  2	0.2	0.6	34	1.9	3	-3	-0.6	-11	-4	-7
45) Cc1ccccc1Nc1nc(N)nc(-c2oc3ccccc3c2C)n1
  ·	0.3	0.5	20	1.6	·	·	·	9	-7	·
46) C=CCNC(=S)N(Cc1ccccc1)Cc1ccccc1
  2	0.4	2.7	-1	0.6	10	11	-1.8	-1	-38	2
47) C=C(C)[C@@H]1CC=C(CO)CC1
  -2	·	3.2	·	·	6	-5	-1.1	3	-4	-13
48) CC(Sc1nnc(N)s1)C(=O)NNC(=O)c1cccc(Cl)c1 (stereo unspecified)
  15	-1.6	3.4	·	-2.4	13	-2	-2.8	-4	18	-6
49) CN1CCC(=O)N([C@H](CSc2ccc(Br)cc2)c2ccccc2)CC1
  7	3.1	2.4	2	1.1	20	-2	-3.6	-21	·	-15
50) O=C(CC1C(=O)NCCN1Cc1cccc(F)c1)NC1CCC1 (stereo unspecified)
  -3	-0.7	0.0	-5	-0.4	9	13	-1.7	-9	-26	-2
51) CN(C)S(=O)(=O)c1ccc(NC(=O)/C=C/c2ccccc2Cl)cc1
  -8	6.6	7.7	·	7.7	-4	-9	0.7	10	-22	-5
52) O=C(c1cc2ccccc2o1)N1CCN(S(=O)(=O)c2c(F)cccc2F)CC1
  2	-3.5	3.1	7	-1.8	7	-2	-1.7	-3	-13	6
53) CC(=O)C1=C(C)Nc2ncnn2C1c1ccccc1Cl (stereo unspecified)
  -8	0.1	3.8	10	2.2	8	6	-1.4	-7	-15	-10
54) N#Cc1ccccc1OCC(=O)Nc1cc(S(=O)(=O)N2CCCCC2)ccc1N1CCOCC1
  -8	·	-1.4	·	·	11	-2	-2.6	-8	-19	2
55) N#C/C(=C/c1ccc(N2CCCCC2)o1)C(=O)Nc1ccc2ccccc2c1
  -2	·	2.7	·	·	2	-4	-0.3	2	-13	-10
56) CC1(C)CC(=O)c2sc(NC(=O)CN3C(=O)CCC3=O)nc2C1
  8	0.3	2.7	-8	-2.6	-4	-2	0.8	-1	35	-9
